# HEK cytotox – HEK 293 cell cytotoxicity | HEK 293 viability, ATP luminescence (CellTiter-Glo), 48-72 h | Potency, µM (doses to about 115 µM), without a hit: at the top dose activity change, negative = cytotoxicity, actives largely listed as inhibitors | actives 6.6% (n = 94,000); note: potency is the fitted concentration of half-maximal effect; nearly all actives have a fitted effect of over 60% in size
#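 CellTiter-Glo luminescence (cellular ATP) was read after 48 or 72 hr of compound exposure at 37 degree Celsius. Cells were HEK 293 plated at 250 cells/well.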
# SNCA expr inh – SNCA gene expression inhibition | HEK-293 SNCA-luciferase knock-in, luminescence, 24 h | Potency, µM (highest dose often 57.2 µM), inactives show at the highest dose activity change, negative = inhibition, actives largely listed as inhibitors | actives 0.17% (n = 140,000) | AID 1671194;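 note: potency is the fitted concentration of half-maximal effect; plate controls were DMSO cells for no effect and cell-free wells for full effect; nearly all actives have a fitted effect of over 45% in size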
# 3T3 cytotox – NIH 3T3 cell cytotoxicity; NIH 3T3 viability, CellTiter-Glo ATP luminescence, 48-72 h; Potency, µM (series often up to 96.7 µM), for inactives: at the top dose activity change, negative = cytotoxicity, usual class: inhibitors; actives 4.3% (n = 94,000); AID 1345082; note: potency is the fitted concentration of half-maximal effect; nearly all actives have a fitted effect of over 55% in size
#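 Mouse fibroblast NIH 3T3 cells, 400 per well, received compound via pintool and were incubated for 48 or 72 hr prior to CellTiter-Glo ATP luminescence measurement.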
# SNCA viab count – counter-screen for SNCA expression inhibitors: cell viability | HEK-293-SNCA-luc viability, GF-AFC fluorescence, 24 h | Potency, µM (highest dose often 57.1 µM), without a hit: top-dose activity change, negative = cytotoxicity, actives largely listed as cytotoxic | actives 0.12% (n = 150,000) | AID 1671193;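 note: potency is the fitted concentration of half-maximal effect; 0% = DMSO-treated cells and -100% = medium-only wells without cells; nearly all actives have a fitted effect of over 30% in size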
#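 HEK-293-SNCA-luc cells (1500/well) plated 24 h, then exposed 24 h to a dilution series; GF-AFC added 30 min at 37C, fluorescence 405/540 nm; normalised to medium-only and DMSO wells, Hill fit.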
# GPT2 inhibitor – blocks human glutamate pyruvate transaminase 2. Q8TD30. Recombinant GPT2, coupled pyruvate oxidase/HRP Amplex Red fluorescence. Potency, µM (titrated, usually from 57.7 µM), inactives show top-dose activity change, negative = inhibition, most hits filed as inhibitors. actives 0.25% (n = 100,000); note: potency is the fitted concentration of half-maximal effect; nearly all actives have a fitted effect of over 60% in size; many of its hits are not listed in these tables
# Target sequence (Q8TD30 whole entry, looked up): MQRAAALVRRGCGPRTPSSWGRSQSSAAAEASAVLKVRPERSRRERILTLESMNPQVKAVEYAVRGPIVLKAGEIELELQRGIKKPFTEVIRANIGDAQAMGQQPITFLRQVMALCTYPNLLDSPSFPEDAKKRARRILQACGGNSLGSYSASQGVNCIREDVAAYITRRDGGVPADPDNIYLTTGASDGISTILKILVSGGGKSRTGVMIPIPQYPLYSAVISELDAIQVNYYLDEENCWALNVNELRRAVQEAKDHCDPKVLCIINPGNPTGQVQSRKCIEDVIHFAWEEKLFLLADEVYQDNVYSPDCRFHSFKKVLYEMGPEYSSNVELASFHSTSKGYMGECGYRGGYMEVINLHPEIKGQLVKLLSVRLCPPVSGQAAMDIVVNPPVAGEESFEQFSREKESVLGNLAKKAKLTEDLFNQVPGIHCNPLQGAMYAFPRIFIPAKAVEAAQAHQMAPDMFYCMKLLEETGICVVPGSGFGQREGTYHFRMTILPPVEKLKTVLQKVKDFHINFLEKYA
#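 Fluorescence read-out: pyruvate from GPT2 turnover coupled to pyruvate oxidase, HRP and Amplex Red (0.2mM ThPP, 0.2U/mL PO and HRP, 50uM Amplex final). Substrates 250uM a-KG, 2mM L-alanine; enzyme 10ng/uL; 30 min RT.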
# IP6K1 inh – inhibitors of human IP6K1. Q92551. IP6K1 kinase, ADP-Glo luminescence, 2 h; hits give low values. activity change, % (series mostly up to about 58 µM). actives 0.81% (n = 140,000). AID 1645851; in the data active = activity change below about -25%
#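 ADP-Glo luminescence measures ADP made by human IP6K1 during a 2 h RT reaction with ATP/IP6 (mix at 1.3 mM/130 uM); top library doses 57.5 and 19.1 uM final.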
# Luciferase inh – blocks purified firefly luciferase enzyme activity; P08659; purified P. pyralis luciferase, luminescence, biochemical; Potency, µM (top dose mostly 115 µM), for the others: top-dose activity change, negative = inhibition, most hits filed as inhibitors; actives 2.5% (n = 76,000); AID 1347043; note: potency is the fitted concentration of half-maximal effect; nearly all actives have a fitted effect of over 65% in size
# Target sequence (P08659 whole entry, looked up): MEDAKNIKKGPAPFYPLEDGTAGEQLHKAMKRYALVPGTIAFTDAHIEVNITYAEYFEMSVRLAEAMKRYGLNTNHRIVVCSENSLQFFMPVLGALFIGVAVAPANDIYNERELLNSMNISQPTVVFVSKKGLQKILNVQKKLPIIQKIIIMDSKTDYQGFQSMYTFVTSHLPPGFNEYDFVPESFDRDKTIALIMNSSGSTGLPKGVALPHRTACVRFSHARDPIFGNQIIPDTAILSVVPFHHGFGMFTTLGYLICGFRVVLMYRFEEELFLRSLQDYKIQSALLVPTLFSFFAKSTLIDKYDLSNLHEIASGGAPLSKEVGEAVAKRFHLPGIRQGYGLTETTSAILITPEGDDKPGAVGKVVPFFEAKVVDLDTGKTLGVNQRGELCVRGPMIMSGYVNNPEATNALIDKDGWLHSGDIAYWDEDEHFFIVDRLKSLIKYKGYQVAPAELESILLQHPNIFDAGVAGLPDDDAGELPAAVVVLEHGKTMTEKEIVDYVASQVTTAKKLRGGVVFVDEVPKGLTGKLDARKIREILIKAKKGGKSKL
#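 FLuc 10nM, D-luciferin 10uM, ATP 10uM, Mg acetate 10mM, Tris acetate pH 7.5, Tween/BSA; cpd qHTS; enzyme added last; CCD luminescence.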
# Starred values were filed as active, the others as inactive; i = inactive; ? = inconclusive; . = not tested or not shown; & = joins results of further samples; [ ] = dose if it differs, or a comment. Unless noted, calls come from the whole dose curve; as a rule, active = well fitted curve in the direction sought with a large enough effect; inconclusive = small, poorly fitted or top-dose-only effect, or another doubt; inactive = no such curve, though single readings can be large; an effect the other way counts as inactive or inconclusive. Unless noted, % is set by controls: 0 for no effect and ±100 for the full control effect.
SMILES,HEK cytotox,SNCA expr inh,3T3 cytotox,SNCA viab count,GPT2 inhibitor,IP6K1 inh,Luciferase inh
COc1cccc(C(=O)N2CCN(C(=O)c3nc4cccnc4n(C4CC4)c3=O)CC2)c1,-8%,-9%,-9%,0%,i,12,.
CCNC(=O)N1CCc2nc(-c3ccccc3)[nH]c2C1,-10%,36%[activator],-22%,15%,i,-2,.
COc1ccc(CN2Cc3cc(NC(=O)c4ccccc4F)ccc3OC(C)C2=O)c(OC)c1 (stereo not drawn),35µM*,-8%,?,0%,4%,3,1%
CC1(C)C[C@H]2C[C@@H](Oc3ccccn3)[C@H](N3CCCCC3)[C@]2(O)CO1,?,2%[25.6 µM],-8%[46.1 µM],-6%[23.9 µM],-10%[27.3 µM],15,.
Cc1noc(C)c1C(C(=O)O)N(C)Cc1nc(-c2ccccn2)no1 (stereo not drawn),-2%,14%,-18%,-1%,?,15,7%
Cc1ccccc1N1CCN(S(=O)(=O)c2nnc(NC(=O)c3ccccc3)s2)CC1,.,30%,.,3%,.,-3,.
COCCn1ncc(N2CCCC(CC(=O)N(C)Cc3ccccc3)C2)cc1=O (stereo not drawn),-13%,3%,-15%,-18%,i,4,-9%
O=C(c1ccccc1F)N1CCn2ncc(C(=O)N3CCOCC3)c2C1,2%,?,i,?,i,12,.
COCC1CN(C(C)=O)CC12CCN(Cc1ccc(Br)o1)CC2 (stereo not drawn),-11%,4%,-11%,-8%,i,3,-12%
CCC(CN)=C(c1ccccc1)c1ccccc1,.,69%[25.6 µM],.,-15%[23.9 µM],i,-4,.
COc1ccc(Cn2c3c(c(=O)n2Cc2ccccc2)CCN(C(=O)c2nc4ccccc4[nH]2)C3)cc1,?,-15%,20µM*,?,1%,2,-1%
COc1ccc(-c2cn3cc(C(=O)NCC4CCCCC4)nc3s2)cc1,?,-12%,-31%,-10%,i,18,.
O=C1CCCCC(Cc2cccnc2)(C(=O)NCCc2c[nH]c3ccccc23)N1 (stereo not drawn),-5%,-27%,-4%,-9%,1%,4,-8%
c1ccc(-c2nc(C3CCNC3)no2)cc1 (stereo not drawn),3%,104%[activator],-17%,-7%,i,2,-16%
COCCN(CC1CCN(Cc2ccccc2F)CC1)C(=O)c1ccc(OC)cc1OC,-18%,28%,-13%,3%,-12%,10,0%
CCN(CC)C(=O)C1=C(C)Nc2nc3ccccc3n2C1c1ccccc1F (stereo not drawn),.,33%[activator],.,7%,.,-1,.
CCN1CCN(C(=O)c2ccc3c(c2)N(Cc2ccc(Cl)cc2)C(=O)c2ccccc2S3=O)CC1 (stereo not drawn),.,5%,.,-1%,.,3,.
NC(=O)[C@@H]1CN(C(=O)c2ccoc2)C[C@H]1COc1ccccc1,1%,5%,-9%,-1%,i,7,2%
C[C@@H]1C(=O)O[C@H]2CC34[C@H]5C[C@@H](C(C)(C)C)C36[C@@H](OC(=O)[C@@H]6O)OC4(C(=O)O5)[C@]21O (stereo partly drawn),.,.,.,-20%,-4%,22,.
CCCCOc1ccc(CN2C(=O)C(=O)c3cc(C)ccc32)cc1OC,.,-23%,.,-8%,.,-19,.
Cc1cc(Sc2ccc(Cl)cc2)nc2ccccc12,.,25%,.,5%,.,-12,.
O=C(CSc1nc2c(c(=O)[nH]1)CCCC2)Nc1cccc(O)c1,.,10%,.,2%,.,1,.
CCOc1ccccc1NC(=O)C(=O)NCCc1sc(-c2cccc(F)c2)nc1C,.,3%,.,3%,.,18,.
Fc1ccc(CN2Cc3[nH]cnc3C[C@H]2c2nc(-c3ccccc3)no2)cc1,100µM*,139%[activator][87.6 µM],79µM*,-8%[87.6 µM],?,6,45µM*
Cc1ccc(C(=O)NCc2nnc3cc(-c4nc(C5CC5)no4)ccn23)cc1C,?,?,?,-11%,i,13,-5%
Fc1ccc(NC(=S)N[C@H]2CO[C@H]3[C@@H]2OC[C@@H]3n2nnnc2Oc2ccc3c(c2)OCO3)cc1,-23%,-21%,?,2%,-9%,5,2%
COc1ccc(NC(=O)CCCSc2nc(-c3ccco3)cc(C(F)(F)F)n2)cc1OC,.,6%,.,1%,.,-14,.
O=C(Nc1cc(-c2ccccc2)sc1C(=O)O)c1cccc(F)c1,.,15%,.,-24%,.,1,.
O=C(CN1C(=O)COc2ccc(S(=O)(=O)N3CCCC3)cc21)N1CCN(c2cccc(C(F)(F)F)c2)CC1,.,10%,.,-8%,.,1,.
CCN1C(=O)c2ccccc2S(=O)c2ccc(C(=O)N3CCN(c4cc(Cl)ccc4C)CC3)cc21 (stereo not drawn),.,?,.,4%,.,-2,.
CN(C)c1ccc(C(=O)N2CCN3C(=O)N(Cc4ccccc4)C(=O)[C@H]3C2)cc1,-27%[172 µM],-18%[87.6 µM],?,1%[87.6 µM],?,-5,7%[172 µM]
Cc1nnc(C2CCCCCN2S(=O)(=O)c2cccnc2)o1 (stereo not drawn),2%,20%,-13%,16%,1%,-14,0%
CNC(=O)Cn1nc(C2CCN(C(=O)Cc3ccsc3)CC2)c2c1CCOC2,7%,-9%,i,3%,i,11,5%
COc1ccccc1C(=O)Nc1c(C(=O)c2ccccc2)oc2ccccc12,.,-4%,.,11%,.,2,.
COc1ccc(NC(=O)CN2C(=O)CC(c3ccc(C)c(C)c3)=Nc3ccccc32)cc1OC,.,210%[activator],.,-29%,.,-6,.
COc1ccc(-c2cc3nc4c(c(=O)n3[nH]2)CN(C(=O)CC(C)C)CC4)cc1,-9%,-18%,-22%,1%,2%,2,-15%
O=C(Cc1ccsc1)N1CCC2(CC1)CC(N1CCCCC1)CCO2 (stereo not drawn),2%,10%,i,2%,i,-8,-12%
COCCN1C(=O)CO[C@H]2CN(Cc3ccccc3)C[C@H]21,?,-15%[87.6 µM],?,4%[87.6 µM],i,-5,-10%[230 µM]
COc1cc(OC)c(C2C=C(C(=O)O)Nc3ncnn32)cc1OC (stereo not drawn),.,11%,.,-12%,.,21,.
O=C([C@@H]1C[C@H](F)CN1C(=O)NCc1cccc(F)c1)N1CCc2ccccc2C1,7%,9%,-3%,2%,-16%,0,3%
CCOC(=O)c1ccccc1NC(=O)N1CCCn2nc(C)cc21,.,14%,.,3%,.,-13,.
Cc1ccc(C(=O)Nc2ccc(Oc3cc4cnn(C)c4cc3-c3cn[nH]c3)c(F)c2)c(=O)n1-c1ccc(F)cc1,.,?,.,?,-6%&2%,-6,.
Cn1nc(C2CCCC2)cc1NC(=O)c1cccc(Br)c1,?,3%,?,-8%,i,-5,.
COc1ccc(C(=O)Nc2cc3c(cc2C(=O)c2ccccc2Cl)OCCO3)cc1,.,?,.,3%,.,2,.
C[C@@H](C1=C(CCN(C)C)Cc2ccccc21)c1ccccn1,.,-1%[25.6 µM],.,-19%[23.9 µM],0%,-7,.

# Part of the list above in order of length of the SMILES, low to high.
SMILES,HEK cytotox,SNCA expr inh,3T3 cytotox,SNCA viab count,GPT2 inhibitor,IP6K1 inh,Luciferase inh
Cn1nc(C2CCCC2)cc1NC(=O)c1cccc(Br)c1,?,3%,?,-8%,i,-5,.
CCOC(=O)c1ccccc1NC(=O)N1CCCn2nc(C)cc21,.,14%,.,3%,.,-13,.
C[C@@H](C1=C(CCN(C)C)Cc2ccccc21)c1ccccn1,.,-1%[25.6 µM],.,-19%[23.9 µM],0%,-7,.
CN(C)c1ccc(C(=O)N2CCN3C(=O)N(Cc4ccccc4)C(=O)[C@H]3C2)cc1,-27%[172 µM],-18%[87.6 µM],?,1%[87.6 µM],?,-5,7%[172 µM]
COc1ccc(NC(=O)CN2C(=O)CC(c3ccc(C)c(C)c3)=Nc3ccccc32)cc1OC,.,210%[activator],.,-29%,.,-6,.
Cc1ccc(C(=O)Nc2ccc(Oc3cc4cnn(C)c4cc3-c3cn[nH]c3)c(F)c2)c(=O)n1-c1ccc(F)cc1,.,?,.,?,-6%&2%,-6,.

# (listing goes on)
SMILES,HEK cytotox,SNCA expr inh,3T3 cytotox,SNCA viab count,GPT2 inhibitor,IP6K1 inh,Luciferase inh
COC(=O)c1ccccc1NS(=O)(=O)c1cc2c3c(c1)CC(=O)N3CCC2,.,-9%,.,8%,.,23,.
COc1cc(Br)c(C2CC(=O)Nc3cc4c(cc32)OCCO4)cc1OC (stereo not drawn),.,?,.,-16%,.,-2,.
COc1cc(Cl)c(NC(=O)CC(C)S(=O)(=O)c2cc3c(cc2C)NC(=O)CO3)c(OC)c1 (stereo not drawn),.,27%,.,6%,.,-12,.
O=C(NCc1cccc(Cl)c1)c1cc(-c2cc(Cl)cc(Cl)c2)c2nncn2n1,-15%,-3%,-29%,12%,-36%,8,.
COCCNC(=O)N1CCN(c2cnccn2)CC(C(=O)O)C1 (stereo not drawn),1%,-9%,3%,-2%,2%,-7,0%
CC(=O)N1CCc2cc(S(=O)(=O)C(C)CC(=O)Nc3ccc(Br)c(C)c3)ccc21 (stereo not drawn),.,84%[activator],.,-4%,.,3,.
CCCCCn1c(=O)[nH]c2cc(C(=O)N3CCN(c4ccccc4)CC3)ccc2c1=O,.,14%,.,-6%,.,-17,.
Cc1ccn2c(C(=O)N[C@H]3CCOC[C@H]3C3CCOCC3)nnc2n1,-4%,?,-10%,5%,-5%,5,-2%
CCc1nc2c(c(-c3ccc(O)cc3)n1)CCN(C(=O)c1cccc(Cl)c1)CC2,?,-27%,?,-23%,i,12,.
CC(C)c1cc(C(=O)N2CCC(n3cc(-c4ccccn4)nn3)CC2)n(C)n1,?,-15%,?,-11%,-6%,9,4%
COc1cccc(CNC(=O)N(C)C2CCc3nnc(C)n3CC2)c1 (stereo not drawn),1%,3%,-14%,21%,2%,-9,-15%
COc1ccc(CCNC(=O)c2cccnc2N2CC3CC(C2)[C@H]2CCCC(=O)N2C3)cc1OC (stereo partly drawn),5%,6%,-11%,5%,i,19,1%
Cc1noc2c(-c3cn[nH]c3)cc(-c3cccc(C(F)(F)F)c3)nc12,35µM*,?,25µM*,?,2%[88.5 µM],8,5%[172 µM]
COC(=O)c1ccccc1NC(=O)CSc1nc(=O)cc(N)n1-c1ccccc1,.,-2%,.,-10%,.,-10,.
CN(C)C[C@@H]1CN(C)C[C@H]1NC(=O)c1ccc(C(F)(F)F)cc1,-21%,13%,-17%,5%,i,2,2%
COc1ccccc1N1CCN(C(=O)C[C@@H]2O[C@H](CNC(=O)c3ccccc3)[C@@H](O)[C@H]2O)CC1,i,-19%,-18%,-5%,i,-8,-6%
COc1ccc(CC(=O)Nc2cc(-c3cccnc3)nn2-c2ccccc2)cc1,?,14%,-35%,-7%,i,0,.
CC(=O)N1CCN(c2csc3ccc(Cl)cc3c2=O)CC1,.,10%,.,3%,.,-3,.

# Assay outcomes from PubChem BioAssay.

# These rows are one share of the data (hit frequency here may not be typical).
